# Bioassay records as filed in PubChem BioAssay.
# ERK EGF inh – inhibitors of EGF-stimulated ERK signaling pathway | HEK293-V1b, EGF-stimulated phospho-ERK AlphaScreen | Potency, µM (series often up to 11.5 µM), for the others: top-dose activity change, negative = inhibition, usual class: inhibitors | 130,000 tested, 0.41% active | AID 1454; active = well fitted inhibition curve with a large enough effect; inconclusive = small, poorly fitted or top-dose-only effect, or effect the other way;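 also: plate controls were stimulated vehicle wells for no effect and unstimulated vehicle basal for full effect; nearly all actives have a fitted effect of over 55% in size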
#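 HEK293 cells stably expressing V1b receptor, serum-reduced (1% FBS) overnight, got compound for 30 min at 37C, then 25 nM EGF for 5 min. Lysate phospho-ERK read by AlphaScreen SureFire; AC50 from Hill fits.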
# Active calls of the source: *; ? = inconclusive; & = joins results of further samples; [ ] = remark or other dose. Potency is read from the fitted curve at half-maximal effect.
SMILES,ERK EGF inh
Fc1ccccc1N1CCN(c2nnnn2-c2ccccc2)CC1,0%
Cc1cc(N2CC(C(=O)NCc3cccnc3)CC2=O)ccc1C(C)C (configuration not stated),-16%[57.5 µM]
NC(=S)N/N=C1\CC(n2nnnc2-c2ccccc2)C2COC1O2 (configuration not stated),8%[57.5 µM]
NC(=O)c1ccc(NCC2COc3ccccc3O2)c([N+](=O)[O-])c1 (configuration not stated),-2%
C/C(=C\C(=O)c1ccc(Cl)s1)N(C)C,6%
O=C(Nc1cccnc1Oc1ccc(Cl)cc1)c1cccc2ccccc12,-1%[57.5 µM]
Cc1ccc(-n2c(C)cc(C(=O)COc3cccnc3[N+](=O)[O-])c2C)cc1,-2%
Cc1cc(=O)n2[nH]c(-c3ccsc3-n3c(C)ccc3C)cc2n1,4%[57.5 µM]
CC(=O)c1c(C)[nH]c(C(=O)COC(=O)CCCOc2ccccc2)c1C,-5%
COc1cc2c(cc1OC)C(C)N(C(=O)c1c(C)noc1C)CC2 (configuration not stated),-10%[57.5 µM]
COc1ccc(C(=O)N2CCC3(CCCN(Cc4ccccc4)C3)CC2)cc1,-5%
O=C(Nc1ccc(N2CCOCC2)cc1)c1ccc(S(=O)(=O)NCc2ccco2)cc1,28%[57.5 µM]
O=C(CSc1nnc(COc2cccc3cccnc23)o1)N1CCCC1,-5%
NNC(=O)c1ccc(Cn2cc(Br)cn2)o1,0%[57.5 µM]
CC1=NN(C(C#N)c2cccc([N+](=O)[O-])c2)C(C)(C)C1 (configuration not stated),-4%
Cc1cc2occ(CC(=O)NC3CCCc4ccccc43)c2cc1C (configuration not stated),3%
CC(=O)c1cc(-c2ccccc2)n(CC(=O)N2CCC(C)CC2)c1C,-4%
COc1ccccc1N(Cc1cc(=O)[nH]c2ccccc12)C(=O)c1ccccc1,5%[57.5 µM]
N#C/C(=N\Nc1cccc(C(F)(F)F)c1)C(=O)c1csc(-c2cccnc2)n1,5%[57.5 µM]
O=C(c1cc2sccc2n1Cc1ccc(F)cc1)N1CCCc2ccccc21,4%
O=C(CNc1cccc(Cl)c1)NNC(=S)NCc1ccccc1,7%
Cc1cccc(NC(=O)CSc2nnc(-c3ccco3)c(-c3ccco3)n2)c1,-4%
Cn1c(Cn2cnc([N+](=O)[O-])n2)nnc1SCC(=O)Nc1ccccc1,-6%
COc1cc(C(=O)Nc2ccccc2C2COC(=O)C2=N)cc(OC)c1OC (configuration not stated),4%
COc1ccc(C(=O)OCC(N)=O)cc1[N+](=O)[O-],14%
COC(=O)C1(NC(=O)NC23CC4CC(CC(C4)C2)C3)CCCCC1,37%
COc1ccccc1N(CC(=O)N/N=C/c1ccccc1C(=O)O)S(C)(=O)=O,-10%[57.5 µM]
c1ccc(C(c2nnnn2Cc2ccco2)N2CCN(c3nc4ccccc4s3)CC2)cc1 (configuration not stated),18%
O=[N+]([O-])c1ccc(-n2nnnc2-c2ccccc2)cc1,1%
CSc1ccccc1C(=O)NCc1ccccc1,-4%
COc1ccc(-c2nc3n(c(=O)c2C#N)CCS3)cc1OC,1%
O=C(Nc1ncn[nH]1)c1ccc(S(=O)(=O)N2CCOCC2)cc1,-29%
CC(=O)Nc1ccc(/C=N/Nc2nc3ccccc3s2)cc1,-5%[57.5 µM]
COc1ccc(OC)c(NC(=O)c2cccc(S(=O)(=O)N(Cc3ccccc3)c3ccccc3OC)c2)c1,3%
C/C(=C\c1ccc(C(=O)O)cc1)c1ccc2c(c1)C(C)(C)CCC2(C)C,10%&3%&-3%
CCOC(=O)CNC(=S)N(Cc1ccccc1F)C1CCCCC1,-8%
C=CCN=C1S/C(=C/c2cccc([N+](=O)[O-])c2)C(=O)N1CC=C,?
O=C(CSc1nnc(-c2ccc3c(c2)OCO3)n1-c1ccccc1)c1ccccc1,-3%
C=C(C)CN(CC)C(=O)CC1C(=O)NCCN1Cc1c(F)cccc1Cl (configuration not stated),5%
Cc1cccc(C(=O)NCC(=O)N2CC(=O)Nc3ccccc32)c1,2%
O=C1CC(N(CCc2ccccc2)C(=S)Nc2ccccc2)C(=O)N1c1ccccc1 (configuration not stated),-3%
Cc1cccc(Nc2nc(N)nc(CN3CCC(C)CC3)n2)c1C,6%
C/C(=N\NC(=O)c1nn(C)cc1Br)c1cccc(NC(=O)c2ccncc2)c1,4%
O=C(CCc1ccccc1)Nc1ccccc1C(F)(F)F,10%[57.5 µM]
O=C(NC(=S)NCc1ccc(F)cc1)c1ccccc1,-7%
CCc1cc2c(=O)n(-c3ccc(C)cc3)cnc2s1,11%
Cc1cc(=O)c2ccccc2n1Cc1ccccc1,?
CC(=O)C1=C(C)NC(SCC(N)=O)=C(C#N)C1CC(C)C (configuration not stated),-8%
Cc1nc(C)n(CC(=O)N2CCCC(C(=O)c3ccc(Cl)cc3C)C2)n1 (configuration not stated),-2%[57.5 µM]
CCOC(=O)N1CCc2c(sc3ncn(Cc4ccc(F)cc4)c(=O)c23)C1,3%[57.5 µM]
COc1ccc(NC(=S)Nc2ccccc2SC)c(OC)c1,-11%
CCCCOC(=O)c1ccc(Nc2ncnc3nc[nH]c23)cc1,-6%
O=C(O)CCCC(=O)Nc1ccccc1Oc1ccccc1,-9%[57.5 µM]
Cc1cc(NC(=O)CC2(CC(=O)O)CCCC2)n(C)n1,-1%[57.5 µM]
CC(C)=CCN1CCN(Cc2ccc(Sc3nncn3C)o2)CC1CCO (configuration not stated),1%[57.5 µM]
COc1ccccc1N(C)S(=O)(=O)c1ccc(C(=O)NCc2ccc3c(c2)OCO3)cc1,8%
N#C/C(=C\C=C\c1ccccc1)c1nc(-c2ccc3c(c2)OCO3)cs1,?
COc1ccc(OCC(=O)N/N=C(\CCC(=O)O)c2cccs2)cc1,-5%
COCCn1c(SCC(=O)c2[nH]c(C)c(C(C)=O)c2C)nc2ccccc2c1=O,-3%[57.5 µM]
Cc1ccc(C)c(N2CCN(C(=O)C34CC5CC(C3)CC(n3nnc(C)n3)(C5)C4)CC2)c1,?

# Quoted from the listing.
# ERK EGF inh, Cc1nc(C)n(CC(=O)N2CCCC(C(=O)c3ccc(Cl)cc3C)C2)n1 (configuration not stated) stands at -2%[57.5 µM]
# ERK EGF inh, COc1ccc(OCC(=O)N/N=C(\CCC(=O)O)c2cccs2)cc1 stands at -5%

# (further entries)
SMILES,ERK EGF inh
CCCCNC(=O)CCCCn1c(=S)[nH]c2c([nH]c3ccc(OC)cc32)c1=O,0%
CCCNC(=O)N1c2ccccc2Sc2ccccc21,-11%[57.5 µM]
CC(C)Oc1ccc(N2CC(C(=O)Nc3ccccn3)CC2=O)cc1 (configuration not stated),-16%
C=CCNC(=O)c1ccc(OC)cc1,3%[57.5 µM]
Clc1ccc(C2[C@H]3CN(Cc4cccnc4)[C@H](c4ccccc4)C34CC2(c2cccnc2)C4)cn1 (some centres not stated),2%
O=C(CN(C(=O)c1csnn1)c1cccc2c1CCCC2)NC1CCCC1,14%
CCN1CCN(c2cc(C)c3cc(NC(=O)c4cccs4)ccc3n2)CC1,-11%[57.5 µM]
CCN(c1ccccc1)S(=O)(=O)c1ccc(C(=O)OC(C)C(=O)NCCC2=CCCCC2)cc1 (configuration not stated),-2%
CC1CC(C)CN(C(=O)c2cc3cc(Br)cc(Br)c3o2)C1 (configuration not stated),-8%
COc1ccc(N(CC(=O)N/N=C/c2ccc(-c3ccc([N+](=O)[O-])cc3)o2)S(=O)(=O)c2ccc(C)cc2)cc1,2%
CC(=O)N(C)c1ccc(NC(=O)Nc2ccccc2C)cc1,8%
O=C(Nc1cc([N+](=O)[O-])ccc1Cl)C1CC1,0%
FC(F)(F)COc1ccc(-c2nnc(SCc3c(Cl)cccc3Cl)o2)cn1,1%[57.5 µM]
CN1CCN(C(=S)c2cn(Cc3ccc(Br)cc3)c3ccccc23)CC1,?
COc1ccc(CNC(=O)COC(=O)/C=C/c2cccc(Br)c2)cc1OC,16%
Cc1ccc(-n2c(CNc3cccc(Cl)c3)n[nH]c2=S)cc1,8%
COc1ccc(C(=O)Nc2ccc(-c3nnn(CC(=O)N4CCN(C(=O)c5ccco5)CC4)n3)cc2)cc1,-3%
Cc1ccc(N=C2SC(C(=O)NCCc3ccccc3)CC(=O)N2C)cc1C (configuration not stated),-1%
Nc1nc(/C(=C/CC(=O)O)C(=O)NC2C(=O)N3C(C(=O)O)=CCSC23)cs1 (configuration not stated),-3%
COCCNC(=O)CSc1c2c(nc3ccc(Cl)cc13)CCCC2,-10%[57.5 µM]
O=C(/C=C/c1cc([N+](=O)[O-])ccc1OC(F)F)Nc1ccc(OC(F)F)cc1,6%
Cc1cccc(N2CCN(C(=O)CC(NC(=O)c3ccccc3Cl)c3ccccc3)CC2)c1C (configuration not stated),2%
Cc1cc(C)nc(N2CCC(C(=O)NCc3ccccc3)CC2)n1,6%
CCOc1ccc(NC(=S)NNC(=O)CC(C)O)cc1 (configuration not stated),6%
CCN(CC)c1cc(Cl)c2nonc2c1N,6%[57.5 µM]
CS(=O)(=O)c1ccc([C@H](O)[C@H](CF)NC(=O)C(Cl)Cl)cc1,-12%[25.7 µM]
CC1CC(=O)Nc2ccccc2N1C(=O)CN1CCN(C=O)CC1 (configuration not stated),-3%
COc1ccc(C(=O)Nc2ccc(Oc3nc(C)nc4sc(-c5ccccc5)cc34)cc2)cc1OC,5%
Cc1ccc(NC(=O)COC(=O)C(NS(=O)(=O)c2ccc(Cl)cc2)C(C)O)cc1 (configuration not stated),5%
CCC(=O)Nc1cccc(C2=NOC3(C2)C[C@@H](C(N)=O)N(C(=O)c2ccc(OC)cc2)C3)c1 (some centres not stated),-3%[57.5 µM]
O=C(CSc1nnc(-c2ccccc2Cl)o1)Nc1ccccn1,-5%
CC(C(=O)NNS(=O)(=O)c1cccc(C(F)(F)F)c1)n1nnc(N2CCOCC2)n1 (configuration not stated),5%[57.5 µM]
CCOC(=O)c1c[nH]c(=S)n1C,-13%[57.5 µM]
O=C(O)CCCCCNC(=O)c1ccc(C(=O)NCCCCCC(=O)O)cc1,?
CCOC(=O)NC(=S)Nc1ccc(OC)cc1,-6%
CC(C)CC(=O)N=Nc1c(O)[nH]c2ccccc12,5%
O=C(COc1nc2ccccc2nc1N1CCOCC1)Nc1ccc(S(=O)(=O)N2CCCC2)cc1,4%
O=C(NNc1ccc([N+](=O)[O-])cc1)C1C2CCCCC21 (configuration not stated),-1%
CC1(C)Cc2ccccc2-c2nnc(-c3ccc4ccccc4n3)n21,0%
C=CCNC(=S)NNC(=O)c1ccccc1OCC,0%
COc1ccc(OCCC(=O)OCC(=O)Nc2ccc(Br)cc2)cc1,-8%
CCCCN(C)C(=O)c1nc2ccccn2c1CNC1CCC1,0%
NC(=O)C1CCN(Cc2nc(-c3cccs3)no2)CC1,6%[57.5 µM]
Cc1nnc(SCc2ccccc2CSc2nnc(C)s2)s1,-5%
COc1ccccc1C1/C(=C(/O)c2ccc(C)cc2)C(=O)C(=O)N1Cc1ccco1 (configuration not stated),-7%
C/C(=N\NC(=O)c1cnccn1)c1ccc([N+](=O)[O-])cc1,1%[57.5 µM]
COc1ccc(/C=N/NC(=O)C2C(=O)NCC2c2ccccc2)c(OC)c1 (configuration not stated),13%
CCCCCCCC(=O)N1c2ccccc2NC(=O)C1CC(=O)Nc1ccc(C(=O)O)cc1 (configuration not stated),5%[57.5 µM]

# Rewritten as tab-separated lines: 18 of the compounds above.
SMILES	ERK EGF inh
O=C(CSc1nnc(-c2ccccc2Cl)o1)Nc1ccccn1	-5%
CC(C(=O)NNS(=O)(=O)c1cccc(C(F)(F)F)c1)n1nnc(N2CCOCC2)n1 (configuration not stated)	5%[57.5 µM]
CCOC(=O)c1c[nH]c(=S)n1C	-13%[57.5 µM]
O=C(O)CCCCCNC(=O)c1ccc(C(=O)NCCCCCC(=O)O)cc1	?
CCOC(=O)NC(=S)Nc1ccc(OC)cc1	-6%
CC(C)CC(=O)N=Nc1c(O)[nH]c2ccccc12	5%
O=C(COc1nc2ccccc2nc1N1CCOCC1)Nc1ccc(S(=O)(=O)N2CCCC2)cc1	4%
O=C(NNc1ccc([N+](=O)[O-])cc1)C1C2CCCCC21 (configuration not stated)	-1%
CC1(C)Cc2ccccc2-c2nnc(-c3ccc4ccccc4n3)n21	0%
C=CCNC(=S)NNC(=O)c1ccccc1OCC	0%
COc1ccc(OCCC(=O)OCC(=O)Nc2ccc(Br)cc2)cc1	-8%
CCCCN(C)C(=O)c1nc2ccccn2c1CNC1CCC1	0%
NC(=O)C1CCN(Cc2nc(-c3cccs3)no2)CC1	6%[57.5 µM]
Cc1nnc(SCc2ccccc2CSc2nnc(C)s2)s1	-5%
COc1ccccc1C1/C(=C(/O)c2ccc(C)cc2)C(=O)C(=O)N1Cc1ccco1 (configuration not stated)	-7%
C/C(=N\NC(=O)c1cnccn1)c1ccc([N+](=O)[O-])cc1	1%[57.5 µM]
COc1ccc(/C=N/NC(=O)C2C(=O)NCC2c2ccccc2)c(OC)c1 (configuration not stated)	13%
CCCCCCCC(=O)N1c2ccccc2NC(=O)C1CC(=O)Nc1ccc(C(=O)O)cc1 (configuration not stated)	5%[57.5 µM]

# Other compounds follow:
SMILES,ERK EGF inh
CCN(CC)CCN1C(=O)C(O)=C(C(=O)c2cc3cccc(OC)c3o2)C1c1cccs1 (configuration not stated),-2%[57.5 µM]
COc1ccccc1CNC(=O)/C=C/C(=O)O,2%[57.5 µM]
COc1cc(O)c(C(CCN2CCCCC2)c2cc(OC)c(OC)c(OC)c2)c(OC)c1 (configuration not stated),-8%[57.5 µM]
O=S(=O)(Nc1ccc(Cc2ccncc2)cc1)c1ccc(Cl)cc1,-7%
COCCNc1nc(C)nc2c1nc(-c1ccccc1)n2CCCN1CCCCC1C (configuration not stated),12%
COc1ccc(-c2[nH]c(-c3cc(OC)c4c(c3)OCO4)nc2-c2ccccc2)cc1,3%
COC(=O)N1CCN(c2ccc(C)c(C)c2)CC1,-3%
O=c1oc2ccccc2c(Nc2cccc3cccnc23)c1[N+](=O)[O-],-9%
CC(=O)N/C(=C\c1ccccc1)C(=O)N1CCOCC1,12%
CCNC(=O)COC(=O)c1cc(-c2ccco2)nc2ccccc12,-2%[57.5 µM]
Cc1cc(C(=O)CN2CCC(C)CC2)c(C)n1-c1ccccc1F,6%

# A portion of the library; count on the stated rates, not on these rows.
